S1P3 antagonist – S1P3 (human) receptor antagonism; actives 0.27% (n = 170,000); Q99500; AID 485; CHO S1P3 NFAT-BLA reporter, FRET fluorescence, antagonist mode; inhibition, % at 4.98 µM;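 active means inhibition above the plate cutoff, the mean inhibition of test wells on that plate plus 3 SD, cut at about 28% in these data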;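 further: cells challenged with S1P at its EC80 of 0.8 µM; blue over green emission ratio from cleaved BLA substrate after 4 h stimulation; 0% = S1P-stimulated wells and 100% = unstimulated DMSO-only wells; some compounds past the cut are filed as inactive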
Target sequence (Q99500 whole entry, looked up): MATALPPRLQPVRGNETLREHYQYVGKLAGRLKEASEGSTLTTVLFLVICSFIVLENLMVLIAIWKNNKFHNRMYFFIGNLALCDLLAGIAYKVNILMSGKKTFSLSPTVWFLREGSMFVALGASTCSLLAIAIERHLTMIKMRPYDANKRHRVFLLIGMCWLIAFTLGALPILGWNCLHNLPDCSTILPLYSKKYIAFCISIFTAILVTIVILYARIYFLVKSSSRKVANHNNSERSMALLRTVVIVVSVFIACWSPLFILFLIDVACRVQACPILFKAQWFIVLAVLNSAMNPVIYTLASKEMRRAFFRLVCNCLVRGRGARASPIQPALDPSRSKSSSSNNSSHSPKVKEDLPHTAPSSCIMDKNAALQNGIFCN
The depositor's hits bear a star.

SMILES | S1P3 antagonist
C/C(=N\O)c1cc(Cl)cc(Cl)c1O | -6
[O-][N+]12CCCCC1CCCC2CO (stereo not given) | -5
CCN(CC)C(=O)CSc1nnc2nnc3cc(Cl)ccc3n12 | -4
Cn1nc(C(C)(C)C)cc1C(=O)NNC(=O)c1cccc(Cl)c1 | 9
COC(=O)c1cnn(-c2ccc(F)cc2F)c1/C=N/NC(N)=S | -6
Clc1cccc(N2CCN(c3ncnc4nc[nH]c34)CC2)c1 | 3
COC(=O)Cn1c2c(c3cc(C)ccc31)CCCC2NC(C)c1ccccc1 (stereo not given) | 11
COc1cc(OC)c(OC)cc1/C=N/Nc1ncnc2c1[nH]c1ccc(C)cc12 | -24
O=C(Nc1ccc(Br)cn1)C1CCN(S(=O)(=O)c2cccs2)CC1 | -1
CC1=[N+](C)N(c2ccccc2)C(=O)C1N=C/C=C/c1ccccc1 (stereo not given) | -4
Cc1cc(N2C(=O)C(O)=C(C(=O)c3cccs3)C2c2cccc(Br)c2)no1 (stereo not given) | -5
Clc1nc(Oc2ccccc2)nc(-c2cn(-c3ccccc3)c3ccccc23)n1 | 0
Cc1csc(/C(=N/OC(=O)c2ccco2)C(N)=O)n1 | 13
CC1(NC(=S)Nc2ccc3ccccc3c2)CCS(=O)(=O)C1 (stereo not given) | -10
N/C(=N\OC(=O)c1cc([N+](=O)[O-])ccc1Cl)c1ccccn1 | 0
COc1cc(C(=O)Nc2nc3ccc(S(C)(=O)=O)cc3s2)cc(OC)c1C | 8
CCS(=O)CC(=O)Nc1c(-c2ccccc2)oc2ccccc2c1=O (stereo not given) | 11
CCOc1ccc(Br)cc1C1NC(=O)c2c(sc3c2CCN(C)C3)N1 (stereo not given) | -6
Cc1ccsc1/C=N/NC(=O)Cc1cc(=O)[nH][nH]1 | 1
O=c1c2c3c(sc2nc(N2CCNCC2)n1-c1cccc(Cl)c1)CCCCC3 | -2
CCOCCCn1c(=NC(C)=O)c(C#N)cc2c(=O)n3ccccc3nc21 | -8
Cc1cc(=O)[nH]c(SCC(=O)c2ccc3c(c2)NC(=O)CO3)n1 | 1
O=C(N/N=C/c1cccnc1)c1ccco1 | 8
Cc1ccc(C(=O)CN2C(=O)c3ccccc3S2(=O)=O)cc1 | -12
COc1ccccc1NC(=O)Nc1cccc(NC(C)=O)c1 | 4
O=C(O)C(c1ccccc1)N1C(=O)/C(=C/c2cccs2)SC1=S (stereo not given) | 11
CCc1ccc[n+](-c2[nH]c(=O)sc2/C=N/N=C(\N)[O-])c1 | 5
Cc1cccc(NC(=O)Nc2ccc(S(N)(=O)=O)cc2)c1 | -5
Cn1c(=O)c2c(nc(Cc3ccc(N)cc3)n2C)n(C)c1=O | 7
CCC(C(=O)c1ccccc1)P(=O)(NN)c1ccccc1 (stereo not given) | -22
Cc1[nH]nc(Nc2ccc(C(C)C)cc2)c1[N+](=O)[O-] | 22
Cc1cc(N/N=C/c2ccccc2F)nc(NCc2ccccc2)n1 | -5
Cc1nc(-c2ccc(S(=O)(=O)Oc3ccccc3Cl)s2)cs1 | -5
COC(=O)c1ccc(COc2ccc(/C=N/NC(N)=S)cc2)o1 | -2
c1ccc2nc3c(cc2c1)CCCCC3 | -15
COC(=O)Nc1nnc(-c2ccco2)s1 | -6
Cc1ccc(Nc2ccc(N)cc2S(=O)(=O)O)cc1 | 1
O=C(O)CNC(=O)CCCn1nnc2ccccc2c1=O | 2
O=C1/C(=C/c2ccccn2)SC(=S)N1CCc1ccccc1 | 0
Cc1ccccc1NC(=O)C(C)n1c2ccccc2c2nc(=O)cc(C)n21 (stereo not given) | -9
O=S(=O)(Nc1ncccn1)c1ccc(NC(=S)Nc2ccc(Cl)cc2)cc1 | 1
O=C(O)COCC(=O)NCc1csc2ccc(Cl)cc12 | 1
CCC(=O)N1CCCc2ccccc21 | 3
Cc1ccc(/C=N/NC(=O)CN2C(=O)CSc3ccccc32)o1 | 2
CCOc1ncccc1C(=O)OCC(=O)c1cc(OC)c(OC)c(OC)c1 | 18
CC(=O)c1c(C)[nH]c(-c2ccccc2)nc1=S | -6
COC(=O)c1c(C)[nH]c(C(=O)/C=C/c2ccc(C)cc2)c1C | -5
Cc1cc(=S)[nH]c(=S)[nH]1 | 10
OCCNc1nc(Nc2ccc(O)cc2)nc2ccccc12 | -19
CCCn1c(N2CCN(C(=O)NCc3ccccc3)CC2)nc2ccccc21 | 6

Next part.
SMILES | S1P3 antagonist
CCc1cccc(NC(=S)N(CCOC)C(C)c2ccco2)c1 (stereo not given) | 3
COc1ccc(C(=O)NCCc2nc3cc([N+](=O)[O-])ccc3n2C)cc1 | -16
COc1cc2c3c(c1)c(N=NC(N)=S)c(O)n3C(C)(C)C=C2C | 4
CC(C)C[C@H](NC(=O)Nc1ccc2c(c1)OCCO2)C(=O)O | 3
CCCS(=O)(=O)Nc1cccc(-c2nc3cccnc3s2)c1 | 7
Cc1nn(-c2ccccc2)c2c1C(c1ccc([N+](=O)[O-])cc1)C(C#N)=C(N)O2 (stereo not given) | -5
CC(C)(C)c1cc(-c2ccccc2)n[nH]1 | -13
COC(=O)[C@H](Cc1ccccc1)NC(=O)N1CCN(c2ccccc2)CC1 | 2
COc1ccc2nc(NC(=O)CSc3nnc(C)n3N)sc2c1 | -1
COc1cc(C(=O)NCCN2C(=O)S/C(=C\c3ccc(F)cc3)C2=O)ccc1OCC(=O)N1CCOCC1 | -16
CC(C)(C)CN1CCNC(=O)C1CC(=O)N1CCN(c2ccccc2)CC1 (stereo not given) | -4
O=[N+]([O-])c1ccc(O)c(C(C#Cc2ccccc2)N2CCOCC2)c1 (stereo not given) | 10
CCCCCn1c(CN2CCN(C(=O)c3ccco3)CC2)nc2c1c(=O)n(C)c(=O)n2C | -1
N#CC1(c2ccccc2)CCC(=O)N1Cc1ccccc1 (stereo not given) | -19
Cc1csc2ncnc(NC3CCN(Cc4ccccc4)CC3)c12 | 22
COc1cccc(OC)c1C1=NC(C)(C)CO1 | 5
O=C(Nc1cccnc1)c1cc([N+](=O)[O-])ccc1Cl | 3
COc1ccc(/C(C)=N/NC(=O)Cn2nc([N+](=O)[O-])cc2C)cc1 | 14
Cc1ccc(/C=N/NC(=O)c2cccnc2)s1 | 10
CC(C)(C)/C=N/NC(=O)C1CC1 | 3
CC1=NN(C(N)=S)C(=O)C1N=Nc1cccc(C)c1 (stereo not given) | -4
O=C(Nc1ccc(C2=NCCN2)cc1)c1ccc(C(=O)Nc2ccc(C3=NCCN3)cc2)c([N+](=O)[O-])c1 | -8
CCOCCCNC(=O)c1cc(Sc2nnc(C)s2)nc2ccccc12 | 11
CC1(C)CC(=O)C(N=Nc2ccc(S(=O)(=O)N3CCOCC3)cc2)=C(O)C1 | 23
CC(C)NC(=S)Nc1c(N)[nH]c(=O)[nH]c1=O | 2
CCOc1cc(CNCCc2c[nH]c3ccccc23)cc(Cl)c1OCC(N)=O | 0
O=C(O)CSc1cc(C(=O)c2cc(F)ccc2O)cn2c(=O)c3c(-c4ccccc4)csc3nc12 | -17
Cc1ccc(C)c(CSC2=NN3CCCC(=O)N=C3S2)c1 | 2
COc1c(N2CCN(C(=S)NC3CC4CCC3C4)C(C)C2)c(F)cc2c(=O)c(C(=O)O)cn(C3CC3)c12 (stereo not given) | 23
COc1ccc(NC(=O)c2ccc(NC3CC(=O)N(c4ccc(C)cc4C)C3=O)cc2)cc1 (stereo not given) | 1
Cn1cc(S(=O)(=O)Cc2ccc(F)cc2)c2ccccc21 | 6
Cc1cc(/C=C2\C(=N)N3N=C(c4ccco4)SC3=NC2=O)c(C)n1Cc1ccccc1 | 6
C=CCn1c(O)c(N=NC(=O)c2cccnc2)c2cc(Br)ccc21 | -11
CC(=O)c1ccc(-n2ccnc2)cc1 | -1
CC(=O)Oc1cc(OC(C)=O)c2c(=O)c(-c3ccc4c(c3)OCCCO4)c(C)oc2c1 | -1
N#Cc1ccc(OCC(=O)n2cc(C(=O)c3cc(Cl)cc(Cl)c3O)cn2)cc1 | -29
C/C(=N\Nc1ccc(C(=O)O)cc1)c1ccc2c(c1)Nc1ccccc1S2 | 4
COc1ccccc1-c1c(NC(=O)C(C)C)n(C)c2ccccc2c1=O | 3
N#Cc1ccccc1OCC(=O)C1CC1 | -2
CC(=O)N1N=C(c2ccco2)CC1c1cc2cc(C)ccc2nc1Cl (stereo not given) | -3
COc1ccccc1CNC(=O)C(NC(=O)C1CCCCC1)C(C)C (stereo not given) | 6
CCOC(=O)C1=C(C)N(c2ccccc2)C(=O)/C1=C\c1ccc(O)c(OC)c1 | 4
CCc1ccc(OCC(=O)O/N=C(\N)c2cccnc2)cc1 | -8
O=C(/C=C1\SC(=O)NC1=O)Nc1ccc(C(=O)O)cc1 | -15
CCOC(=O)N1CCN(c2nc(N(c3ccccc3)c3ccccc3)nc(-n3ccnc3)n2)CC1 | 5
O=C(Cn1cc(C(F)(F)F)cc(Cl)c1=O)NCCc1ccc(Cl)cc1Cl | 1
CC1C(=O)OC(c2ccc(Br)cc2)C(C)(C)C1=O (stereo not given) | -6
Clc1ccc(-c2nnc(-c3ccccc3)c(-c3ccccc3)n2)cc1 | -25
CCOC(=O)c1sc(=S)n(-c2ccccc2Cl)c1C | -1
COc1ccc(OC)c(CN(CCN2CCOCC2)S(=O)(=O)c2ccc(NC(C)=O)cc2)c1 | 2

(further entries)
SMILES | S1P3 antagonist
COc1cc(/C=N/Nc2ccc(C(=O)O)cc2)cc(OC)c1OC | -10
N=c1sccn1CC(=O)Nc1cccc(S(N)(=O)=O)c1 | -7
C#CCOC(=O)C[N+](C)(C)CC=C | -4
Nc1nc(Sc2ncccc2[N+](=O)[O-])n[nH]1 | 10
Cc1[nH]n(-c2ccccc2)c(=O)c1C(=O)c1ccc(Cl)cc1 | -4
Cc1ccc(C(=O)O)cc1Nc1ncnc2sc3c(c12)CCC3 | 2
CC(/C=N/NC(=O)Cn1nnc(N)n1)=C\c1ccc(C(C)C)cc1 | -3
Cc1ccc2[nH]c(=O)c(CN(C(=O)c3cccc([N+](=O)[O-])c3)C(C)C)cc2c1 | -2
COC(=O)/C=C1\S/C(=N/N=C/c2ccc(Cl)cc2)NC1=O | 2
O=C(O)c1ccn2c(C(=O)c3ccc(Cl)cc3)c(-c3ccccc3)cc2c1 | -9
CCOC(=O)c1sc(/S(C)=N\S(=O)(=O)c2cccc(Cl)c2)c2c1CCC=C2 (stereo not given) | 10
COC(=O)[C@H](Cc1ccccc1)NC(=O)Nc1ccc(OC)cc1 | 6
Cc1cc2oc(C(=O)N(Cc3cccs3)C3CCS(=O)(=O)C3)cc(=O)c2cc1Cl (stereo not given) | -8
CN(C)N=Nc1ccc2nc[nH]c2c1 | -6
O=C(/C(=N/O)n1cncn1)c1ccccc1Cl | 6
Cc1c(N=NC2=C(O)CC(C)(C)CC2=O)cc2c(c1[N+](=O)[O-])C(C)(C)CC2(C)C | 8
S=C(NNC(=S)NC1CC2C=CC1C2)NC1CC2C=CC1C2 (stereo not given) | -5
O=C(Cc1ccccc1)N1CCC(c2ccccc2)C1 (stereo not given) | -3
Cc1nc2c(C)c(C)c(C)c(C)c2nc1C | 3
NC(=O)NC(=O)COC(=O)c1sc2ccccc2c1Cl | -15
CN(C)CCOC(=O)NCC12CC3CC(CC(C3)C1)C2 | 3
CCCCNC(=S)N/N=C/c1cccc(OCC)c1O | -10
CCOc1ccc(N2C(=O)S/C(=C\c3ccc(O)c(OC)c3)C2=O)cc1 | -6
Cc1nn(Cc2ccc(C(=O)NN)cc2)c(C)c1Cl | 19
c1ccc(CCn2nnc3ccccc32)cc1 | 11
CCOC(=O)CN(C(=O)COc1nc(-c2ccccc2)cc(C)c1C#N)c1ccc(C)cc1 | 1
O=C(Nc1ccccc1)c1cccc(=O)o1 | 5
CC(C)(C)C(=O)OC/C(N)=N/OC(=O)c1ccc(Cl)c(Cl)c1 | 3
CC(=O)Nc1ccc(/C=C/c2ccc3cccc([N+](=O)[O-])c3n2)cc1 | 7
O=C(CO/N=C/c1ccc(Cl)cc1Cl)NNC(=O)c1cccc(Cl)c1 | -17
CCN(CC)S(=O)(=O)c1ccc(O)c(C(=O)OCC(=O)N2c3ccccc3CC2C)c1 (stereo not given) | 2
COc1ccccc1C(CCN(Cc1ccccc1)C(C)=O)c1ccco1 (stereo not given) | -20
N#C/C(=C\c1c(N2CCCCCC2)nc2ccccn2c1=O)C(=O)NCc1ccco1 | 7
CCc1nn(CC(=O)NCCCN(CC)CC)c(=O)c2cc3sc(C)cc3n12 | 4
COc1cc2nc(CN3CCOCC3)n(CC(=O)N3CCCCCC3)c(=O)c2cc1OC | -3
Nc1nc2c(s1)CCCCCCCCCC2 | -15
Cc1cccc(C)c1NC(=S)N1CC(C)OC(C)C1 (stereo not given) | -2
CCOc1ccc(NC(=O)Nc2cc(C(C)C)c(O)cc2C)cc1 | 7
Cc1ccc(NC(=O)COC(=O)[C@H](C)NC(=O)c2ccccc2)cc1S(=O)(=O)N1CCOCC1 | 8
CNC(=O)c1cc(NC(=O)CCn2nc(-c3ccc(C)cc3)c3ccccc3c2=O)ccc1OC | -3
Clc1ccccc1Sc1ccc(-c2ccccn2)s1 | -3

Among those listed so far, 7 have an aryl thioether with sulfur outside any ring.
SMILES | S1P3 antagonist
CCN(CC)C(=O)CSc1nnc2nnc3cc(Cl)ccc3n12 | -4
Cc1cc(=O)[nH]c(SCC(=O)c2ccc3c(c2)NC(=O)CO3)n1 | 1
COc1ccc2nc(NC(=O)CSc3nnc(C)n3N)sc2c1 | -1
CCOCCCNC(=O)c1cc(Sc2nnc(C)s2)nc2ccccc12 | 11
O=C(O)CSc1cc(C(=O)c2cc(F)ccc2O)cn2c(=O)c3c(-c4ccccc4)csc3nc12 | -17
Nc1nc(Sc2ncccc2[N+](=O)[O-])n[nH]1 | 10
Clc1ccccc1Sc1ccc(-c2ccccn2)s1 | -3

Compound activity: PubChem BioAssay, The Scripps Research Institute Molecular Screening Center

The list is partial (hit frequency here may not be typical).
